Arr AP2 block = inhibitors of beta-arrestin/AP2 binding, primary screen, biochemical, GPCR trafficking, flow cytometry; AID 504490, 2011; 340,000 compounds, 0.31% hits; beta-arrestin 1 C-terminal peptide binding to AP2 beta2-adaptin appendage (human); FITC-arrestin peptide / GST-AP2 beads; AP2 beta2 appendage carries R879A mutation; inhibition, % at 10 µM;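 active = inhibition above a set limit, near 3 SD of compounds lacking own fluorescence, cut at about 54% in these data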;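 note: plate controls were DMSO wells for no effect and 5 µM unlabelled arrestin peptide for full effect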
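System: GST-AP2 R879A glutathione beads. Medium: PBS with 0.05% Tween 20 and 0.1% BSA. Also added: FITC-arrestin peptide, 50 nM. Incubation: 12 min plus 1 h, RT. Measured by: high-throughput flow cytometry of beads, ex 488, em 535 nm. Evaluation: percent drop in bead-associated FITC signal.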
Keap1 Nrf2 FP = Keap1-Nrf2 protein-protein interaction inhibitors, primary screen, biochemical, fluorescence polarization, single point | inhibition, % at 9.4 µM | 340,000 compounds, 0.15% hits | Keap1 Kelch-Nrf2 peptide fluorescence polarization, 1536-well; in the data active = inhibition above about 12%;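 note: human Keap1 Kelch domain with fluorescein labeled Nrf2 9mer peptide probe; 0% = neutral control wells and 100% = peptide positive control; higher means more block of Keap1 binding to Nrf2 peptide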
DSG3 Ab inh = inhibitors of pemphigus antibody binding to DSG3, primary screen, biochemical, bead-based, flow cytometry, scFv-GFP | Desmoglein-3 (Homo sapiens), P32926 | DSG3-coupled beads, scFv-anti-DSG3-GFP binding; stronger effect = lower value | binding (percent of control), % at 10 µM | 310,000 compounds, 0.48% hits;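 active = binding more than 3 SD below its plate's average and above zero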; note: some compounds called inactive have numbers as strong as hits
Target sequence (P32926 whole entry, looked up): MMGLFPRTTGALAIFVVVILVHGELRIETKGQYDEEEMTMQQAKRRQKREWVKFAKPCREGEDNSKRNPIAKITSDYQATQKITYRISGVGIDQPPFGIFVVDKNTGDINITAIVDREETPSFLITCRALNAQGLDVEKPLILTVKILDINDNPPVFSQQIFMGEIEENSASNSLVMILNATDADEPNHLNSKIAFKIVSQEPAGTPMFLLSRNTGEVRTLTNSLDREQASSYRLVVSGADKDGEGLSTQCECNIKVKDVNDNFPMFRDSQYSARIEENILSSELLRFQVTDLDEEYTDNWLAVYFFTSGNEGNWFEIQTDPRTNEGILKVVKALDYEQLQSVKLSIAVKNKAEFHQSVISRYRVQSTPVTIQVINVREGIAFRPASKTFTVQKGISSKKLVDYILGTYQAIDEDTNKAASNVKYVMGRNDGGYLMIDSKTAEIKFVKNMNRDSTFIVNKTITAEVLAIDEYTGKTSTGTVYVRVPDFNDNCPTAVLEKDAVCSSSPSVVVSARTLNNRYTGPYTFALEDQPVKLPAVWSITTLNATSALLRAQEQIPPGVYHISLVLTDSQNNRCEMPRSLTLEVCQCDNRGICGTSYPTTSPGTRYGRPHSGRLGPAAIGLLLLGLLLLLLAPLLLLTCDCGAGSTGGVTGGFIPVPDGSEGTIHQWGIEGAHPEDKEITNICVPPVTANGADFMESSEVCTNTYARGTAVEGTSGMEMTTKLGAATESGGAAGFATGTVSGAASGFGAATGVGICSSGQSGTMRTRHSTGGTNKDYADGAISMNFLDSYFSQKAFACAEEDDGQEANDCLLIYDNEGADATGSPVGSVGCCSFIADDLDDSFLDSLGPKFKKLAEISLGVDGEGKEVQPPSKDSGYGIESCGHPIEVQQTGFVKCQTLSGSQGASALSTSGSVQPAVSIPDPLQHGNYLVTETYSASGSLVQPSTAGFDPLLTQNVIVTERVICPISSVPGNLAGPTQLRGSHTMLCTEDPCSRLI
MOR-DOR inv ag = inverse agonists of MOR-DOR heterodimerization, primary screen, cell-based, luminescence; AID 504357, 2011; 340,000 compounds, 0.21% hits; inhibition, % at 9.3 µM; cell-based MOR-DOR heterodimer luminescence, inverse agonism; Mu-type opioid receptor (Homo sapiens) + Delta-type opioid receptor (Homo sapiens), …; in the data active = inhibition above about 22%, passing the limit was not always enough;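 note: 0% = cells with DMSO and 100% = wells without cells with DMSO; values of inactives mirror those of a sister screen read the other way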
MOR-DOR ag = agonists of OPRM1-OPRD1 heterodimerization, primary screen, cell-based, luminescence; Mu-type opioid receptor (Homo sapiens) + Delta-type opioid receptor (Homo sapiens), …; cells; activation, % at 9.3 µM; 340,000 compounds, 0.3% hits; in the data active = activation above about 18%;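 note: 0% = vehicle-treated cells and 100% = reference agonist; values of inactives mirror those of a sister screen read the other way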
V-ATPase pH = regulators of yeast V-ATPase proton pumping, primary screen, pHLuorin cytosolic pH fluorescence | S. cerevisiae | response, % at 10 µM | 350,000 compounds, 0.37% hits | AID 504577, 2011; in the data active = response mostly above about 7.3%, no sharp cut-off; inactive = mostly below about 5.4%; note: actives read high; inactives centre near 0; some compounds called inactive have numbers as strong as hits; reference of the scale not given here
Wnt bcat act = Wnt/beta-catenin pathway activators, primary screen, cell-based, plate reader, single point; Wnt/beta-catenin reporter cell assay, activator; activation, % at 9.35 µM; 300,000 compounds, 1.2% hits; in the data active = activation above about 30%, passing the limit was not always enough;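 note: 0% = neutral control wells and 100% = positive control wells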
RTF Ca sens inh = cardiac RTF calcium sensitivity inhibitors, primary screen, biochemical, IANBD-TnC fluorescence, EC70 calcium. Troponin I, cardiac muscle (Homo sapiens) + Troponin T, cardiac muscle (Homo sapiens) + …. IANBD-labeled cardiac RTF, Ca2+ fluorescence. inhibition, % at 7.15 µM. 340,000 compounds, 0.12% hits;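 active = inhibition above the mean inhibition of all tested compounds plus 3 SD, cut at about 17% in these data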;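 note: assay run at fixed EC70 calcium of 1.6 mM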
RTF Ca sens act = cardiac RTF calcium sensitivity activators, primary screen, biochemical, IANBD-TnC fluorescence, EC20 calcium; Troponin I, cardiac muscle (Homo sapiens) + Troponin T, cardiac muscle (Homo sapiens) + …; activation, % at 7.2 µM; 340,000 compounds, 0.24% hits; IANBD-labeled TnC RTF fluorescence at EC20 calcium; 0% EC20 calcium, 100% full calcium; AID 493008, 2010;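 active = activation above the mean over all tested compounds plus 3 SD, cut at about 30% in these data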;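 note: rise in fluorescence read as greater calcium sensitivity of cardiac thin filaments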
C-LANA FP = inhibitors of KSHV C-LANA binding to DNA, primary screen, biochemical, fluorescence polarization, FAM-LBS DNA, MBP-C-LANA, single point. inhibition, % at 9 µM. Kaposi's sarcoma herpesvirus LANA C-terminal domain (residues 932-1162) DNA binding. 340,000 compounds, 0.078% hits;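 active = highest replicate inhibition at or above 60% at 9 µM, even if other replicates fall short; inactive = all replicates below 60% inhibition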;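 note: 0% = neutral control wells and 100% = 4 µM acridine orange control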
Starred values were filed as active, the others as inactive; . = no result given.

SMILES	Arr AP2 block	Keap1 Nrf2 FP	DSG3 Ab inh	MOR-DOR inv ag	MOR-DOR ag	V-ATPase pH	Wnt bcat act	RTF Ca sens inh	RTF Ca sens act	C-LANA FP
CCOC(=O)c1cnn(-c2ncnc3c2cnn3C)c1N	9	0	106	2	-0.3	-3	5	-10	-2	1.1
CCOc1ccc(Nc2nc3c(c(=O)[nH]2)CCCC3)cc1	1	-7	.	-4	0.7	-2	19	5	-7	1.5
Cc1cc(C(=O)NC2CCC(O)CC2)c(C)o1 (centres undefined)	-6	5	.	10	-2.4	-2	-8	-8	-1	1.6
Cc1cc(C)c(C)c(S(=O)(=O)Nc2cccc(S(=O)(=O)Nc3ccccc3C(=O)O)c2)c1C	41	14*	89	10	-1.9	0	-4	5	-7	0.4
CCCCC(=NCCO)C1=C(O)C(C(=O)OC)C(C)(C)CC1=O (centres undefined)	22	1	102	14	-2.4	1	.	1	1	-0.2
O=C(O)c1ccccc1NS(=O)(=O)c1cccc(N=Nc2c(O)[nH]c(=S)[nH]c2=O)c1	-6	5	109	16	-2.4	-2	-1	0	-4	-0.8
CCO[C@H]1OC(C(=O)N2CCOCC2)=C[C@@H](c2ccc(Br)cc2)[C@@H]1CCCO	5	-4	101	17	-3.1	2	3	-16	5	2.4
CC1CC(=O)c2cnc(N3CCOCC3)nc2C1 (centres undefined)	10	6	98	4	-0.7	2	.	-8	-2	0.7
CCn1c(C(=O)N2CCCC(C(=O)NCCc3ccc(C)cc3)C2)cc2sccc21 (centres undefined)	13	-5	106	-9	1.6	-1	.	-1	0	0.7
CCOC(=O)C1CCN(C(=O)CNC(=O)c2nn(-c3ccc(OC)c(Cl)c3)c(=O)c3ccccc23)CC1	5	-3	101	12	-1.9	2	8	6	1	0.1

Reprinted at random: 3 records from the list.
SMILES	Arr AP2 block	Keap1 Nrf2 FP	DSG3 Ab inh	MOR-DOR inv ag	MOR-DOR ag	V-ATPase pH	Wnt bcat act	RTF Ca sens inh	RTF Ca sens act	C-LANA FP
CC1CC(=O)c2cnc(N3CCOCC3)nc2C1 (centres undefined)	10	6	98	4	-0.7	2	.	-8	-2	0.7
CCOC(=O)c1cnn(-c2ncnc3c2cnn3C)c1N	9	0	106	2	-0.3	-3	5	-10	-2	1.1
CCO[C@H]1OC(C(=O)N2CCOCC2)=C[C@@H](c2ccc(Br)cc2)[C@@H]1CCCO	5	-4	101	17	-3.1	2	3	-16	5	2.4

Further records.
SMILES	Arr AP2 block	Keap1 Nrf2 FP	DSG3 Ab inh	MOR-DOR inv ag	MOR-DOR ag	V-ATPase pH	Wnt bcat act	RTF Ca sens inh	RTF Ca sens act	C-LANA FP
Cc1cccc(C(=O)Nc2ccc(C(=O)N3CCCCC3C)cc2)c1 (centres undefined)	6	-7	124	6	-1.0	3	3	-6	4	2.1
Cc1ccc(NC(=O)CS(=O)CC(=O)N(CC(=O)NC2CCCC2)c2ccc3c(c2)OCCO3)cc1 (centres undefined)	32	-4	96	4	-0.8	1	-10	6	1	1.3
O=C(CNS(=O)(=O)c1ccc(F)cc1)Nc1ccc(C(F)(F)F)cc1	34	1	97	-1	0.3	-6	-6	-9	-6	-0.6
c1ccc(CCCNc2ncnc3nc[nH]c23)cc1	14	3	105	-2	0.3	-11	2	-15	2	-0.6
COc1ccnc(Oc2ccccc2)c1-c1ncn[nH]1	21	1	100	-5	0.8	6	4	-2	-4	0.6
CC1CCCN(C(=O)CCCn2c(=S)[nH]c3ccccc3c2=O)C1 (centres undefined)	-5	3	.	7	-1.4	5	-3	2	-1	-0.7
CCCN(CCC)Cc1cc(=O)oc2cc3c(cc12)CCC3	3	3	108	-11	2.0	-1	0	6	-1	-1.9
O=C(N/N=C/c1ccc(F)cc1)c1ccc(OCc2ccccc2)cc1	-9	1	101	6	-1.3	-6	0	-5	2	-1.6
Cc1cc(NCc2ccncc2)ccc1Br	7	-6	108	-6	0.8	2	.	-2	-2	-2.3
CCOC(=O)C1(Cc2ccc(Cl)cc2)CCN(Cc2cn(CC)nc2C)CC1	-9	-5	113	-102	21*	4	-1	-6	9	2.7
O=C(Cc1ccccc1)N1CCN(C(=O)c2cccs2)CC1	-4	1	100	5	-0.9	0	.	-8	1	0.5
COc1ccccc1CNCc1cccs1	-7	6	.	13	-3.1	-2	-2	-12	-5	-1.4
CC(Sc1nc2ccccc2c(=O)n1CCCN1CCOCC1)C(=O)N1CCc2ccccc21 (centres undefined)	6	0	96	9	-1.8	3	-2	3	-3	-0.6
Clc1cccc(Nc2nc(-c3ccncc3)nc3ccccc23)c1	28	0	113	6	-1.1	2	-3	1	-3	0.5
O=C(O)C1Cc2ccccc2CN1C(=O)c1ccccc1Cl (centres undefined)	-2	-4	102	-8	1.6	0	-1	-17	-4	-2.0
CCCCCCSc1nc2c(c(=O)[nH]c(=O)n2C)n1C	5	-4	102	-4	0.7	2	1	0	0	0.5
COc1ccc(C2C=C(C)Nc3nc4ccccc4n32)cc1 (centres undefined)	-5	0	114	.	.	-1	6	.	.	1.4
Cc1ccccc1N(C)S(=O)(=O)c1nnc(NC(=O)c2ccccc2F)s1	-22	-1	107	14	-2.9	0	-2	-9	-1	1.3
Cc1ccc(S(=O)(=O)N2CCOCC2)cc1NC(=O)CNc1ccccc1N1CCCC1=O	17	-4	109	12	-2.2	22*	-1	-32	-2	-0.6
COc1ccc(NC(=O)CCN2C(=O)c3ccccc3S2(=O)=O)c(OC)c1	31	0	85	13	-2.1	-3	0	-13	-1	1.0
Cc1ccc(CCN=c2c([N+](=O)[O-])nn(-c3ccccc3)n2O)cc1	16	0	.	-45	9.8	-4	0	-3	-2	-1.6
CC1(C)C(c2ccccc2)=NC(c2ccccc2)N1O (centres undefined)	-12	-4	99	18	-3.5	-3	.	-1	-2	-0.4
CC(C)CN(CC(C)C)C(=O)Nc1ccc(F)cc1F	10	-4	97	5	-1.0	-5	18	-2	2	1.3
Cc1c(Cl)cccc1NC(=O)C1C2C=CC(C2)C1C(=O)O (centres undefined)	26	2	112	10	-1.9	-1	-1	-8	-2	3.6
CCCc1c(C(=O)NNc2ccccc2OC)cnn1-c1ccccc1	0	-3	110	24	-4.6	1	10	2	0	-0.7
COc1ccc(N(C(=O)c2cccnc2)S(=O)(=O)c2cccs2)cc1	3	1	99	14	-2.9	-2	0	-6	4	-1.8
CC(C(=O)O)N(C(=O)c1ccccc1)c1ccc(F)cc1 (centres undefined)	46	0	104	6	-1.1	0	-5	-8	-1	0.2
Cc1ccc(Nc2ccc(C(=O)NC3CCCCC3)cn2)cc1	5	1	92	-3	0.6	0	4	-1	-3	0.1
CN(Cc1ccccc1)C(=O)CNC(=O)Cn1cnc2ccccc2c1=O	0	0	.	14	-3.1	-11	-1	0	-7	0.2
CC(=O)c1c(C)[nH]c(C(=O)Nc2nc(-c3ccc(Cl)cc3)cs2)c1C	-21	2	100	8	-1.5	-1	-2	1	-1	1.0
COCCN(CCOC)c1nc(S(=O)(=O)c2ccc(C)cc2)c(Cl)s1	-5	2	99	8	-1.8	-3	.	-8	6	-0.1
CC(C)(C)C1CCC(=O)N(CCSc2ccccc2)CC1 (centres undefined)	30	0	106	-23	4.1	-1	47*	0	-1	-1.6
CCn1c(SCC(=O)Nc2ccc(OC)cc2)nc2nc3c(cc2c1=O)CCCC3	40	-3	101	2	-0.3	-1	-2	-8	0	-0.4
CC(C)C(C(=O)NCC1CCCO1)N(Cc1ccco1)C(=O)CNS(=O)(=O)c1ccc(F)cc1 (centres undefined)	16	-2	98	6	-1.4	6	.	-1	5	0.2
O=C(Nc1ccc(C(=O)O)cc1)Nc1cccc([N+](=O)[O-])c1	-2	-4	96	14	-2.6	-3	.	-7	-1	-0.3
Cc1ccc(CCNC(=O)CS(=O)Cc2nc(-c3ccccc3F)oc2C)cc1 (centres undefined)	49	-1	102	8	-1.6	-3	0	0	2	0.1
Cc1cccc2c(CC(=O)O)noc12	7	-8	.	4	-0.8	9	-2	0	5	2.8
Cc1ccc(CN(C)C(=O)c2ccccc2Sc2ccccc2C#N)cc1	-21	-3	117	7	-1.3	1	2	-3	-2	0.6
CC(C)Sc1nnc(SCC(=O)NCCCN2CCCC2=O)s1	-3	4	105	18	-4.8	0	-1	-10	-2	-1.7
CN(CC(=O)Nc1nc2ccccc2s1)S(=O)(=O)c1ccc(Br)cc1	1	-7	105	-38	7.2	1	.	-4	7	0.1
Cc1cccc2cc(COC(=O)c3ccccc3)c(=O)[nH]c12	0	-4	103	8	-1.5	-2	.	-6	-7	-1.4
C=C(C)CNC(=S)N/N=C(\C)c1cccc(NC(C)=O)c1	10	5	97	3	-0.6	0	-1	-1	8	-0.6
COC(=O)C1=C(C(=O)OC)[C@@H]2N(C)c3ccc(OC)cc3[C@@]23C[C@@H](C(=O)OC)N(C(=O)c2ccc(Br)cc2)C3=N1	17	-5	99	12	-2.1	-3	2	-4	-4	-3.6
O=[n+]1c2c(n([O-])c3ccccc31)CCC2	-10	-3	98	9	-1.5	5	.	2	17	-1.0
COc1ccc(-c2nc(N)nc(N)n2)c(O)c1	7	-4	105	2	-0.4	-2	29	-4	-3	2.0
C=CCn1c(COc2ccccc2)nnc1SCC(=O)NCC(=O)OCC	-5	-3	.	15	-3.5	-8	-2	-12	-3	1.1
CCCn1c2ccccc2c2cnn(CC(=O)NC3CCCCC3C)c(=O)c21 (centres undefined)	-10	6	99	18	-3.3	-3	-3	3	-1	-0.2
O=C(Nc1ccc2c(c1)OCO2)C1CCN(S(=O)(=O)Cc2ccccc2)CC1	-1	-3	89	12	-2.1	4	.	-3	6	-0.6
CCOc1ccc(/C=N/N(C)c2ccccc2)cc1OC	6	-1	88	-28	5.2	0	.	-6	2	0.2
CC1CCCCN1C(=O)COC(=O)CNC(=O)c1sc2ccccc2c1Cl (centres undefined)	-8	-1	115	15	-2.9	-2	2	0	2	0.6
CC(=O)NCC(=O)OCC(=O)c1ccc(Cl)cc1	18	-2	90	5	-0.7	-1	-2	4	0	-1.6
Oc1ccccc1C1=Nc2nc3ccccc3n2C(c2ccccc2)C1 (centres undefined)	1	-13	103	0	0.0	0	.	-6	6	0.0
CCCCOc1ccc(C(=O)NNC(=O)C2C3CCC(C3)C2C(=O)O)cc1 (centres undefined)	2	0	.	-7	1.3	-2	9	7	-4	-0.1

Compound activity: PubChem BioAssay, several laboratories
